tim10-1 inh = tim10-1 yeast growth inhibition | AID 463190 | inhibition, % at 20 µM | hit rate 2.2% among 330,000 | S. cerevisiae tim10-1 ts strain growth, BacTiter-Glo, 24 h;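 active = inhibition of at least 40%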;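 note: mutant grown at 25 °C; 0% = DMSO wells with yeast and 100% = wells holding no yeast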
TIM10 inh = TIM10 yeast growth inhibition; S. cerevisiae TIM10 strain growth, BacTiter-Glo luminescence, 24 h; inhibition, % at 10 µM; hit rate 1.4% among 330,000; AID 463195;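 active = inhibition of 40% or more at the single tested concentration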;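 note: wild-type TIM10 isogenic control strain grown at permissive 25 °C; 0% = DMSO yeast wells and 100% = minimal medium wells without yeast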
Mdm2-MdmX inh = inhibitors of human Mdm2/MdmX interaction; SaOS-2 split-luciferase Mdm2/MdmX complementation, luminescence; inhibition, % at 8 µM; hit rate 3% among 330,000;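 active = inhibition of at least 50% at 8 µM in the primary screen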
Target sequence (O15151 whole entry, looked up): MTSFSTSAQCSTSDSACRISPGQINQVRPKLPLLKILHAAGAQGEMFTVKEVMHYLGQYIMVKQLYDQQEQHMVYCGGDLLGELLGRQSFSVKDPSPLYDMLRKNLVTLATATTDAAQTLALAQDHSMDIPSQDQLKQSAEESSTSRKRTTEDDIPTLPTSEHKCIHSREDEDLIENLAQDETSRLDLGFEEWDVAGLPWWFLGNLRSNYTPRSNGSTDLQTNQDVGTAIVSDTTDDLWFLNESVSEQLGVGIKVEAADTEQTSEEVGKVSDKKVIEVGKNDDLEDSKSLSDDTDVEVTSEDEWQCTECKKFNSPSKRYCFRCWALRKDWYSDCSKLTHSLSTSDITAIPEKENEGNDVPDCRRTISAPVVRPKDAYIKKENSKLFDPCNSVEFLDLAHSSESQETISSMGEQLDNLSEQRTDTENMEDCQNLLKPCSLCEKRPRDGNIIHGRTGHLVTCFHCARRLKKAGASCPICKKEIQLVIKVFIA
Target sequence (Q00987 whole entry, looked up): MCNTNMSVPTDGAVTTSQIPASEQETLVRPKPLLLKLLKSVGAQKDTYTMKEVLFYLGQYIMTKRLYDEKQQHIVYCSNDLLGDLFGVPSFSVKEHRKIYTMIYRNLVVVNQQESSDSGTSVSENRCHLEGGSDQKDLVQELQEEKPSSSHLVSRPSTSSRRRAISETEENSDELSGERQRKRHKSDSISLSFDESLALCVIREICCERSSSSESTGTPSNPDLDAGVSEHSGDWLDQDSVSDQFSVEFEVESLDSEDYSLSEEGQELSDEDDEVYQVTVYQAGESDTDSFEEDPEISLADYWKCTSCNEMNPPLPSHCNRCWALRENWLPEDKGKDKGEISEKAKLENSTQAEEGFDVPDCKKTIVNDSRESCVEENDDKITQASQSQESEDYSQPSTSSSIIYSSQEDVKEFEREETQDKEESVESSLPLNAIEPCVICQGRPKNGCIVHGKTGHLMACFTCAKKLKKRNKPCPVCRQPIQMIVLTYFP
CHOP UPR activ = activators of apoptotic arm of unfolded protein response (CHOP) | CHO-CHOP luciferase reporter, UPR activation, luminescence; percent of tunicamycin response over DMSO baseline | activation, % at 10 µM | hit rate 0.34% among 330,000 | AID 449763;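 active = at 10 µM dose, activation of 40% or more, normalized to positive control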;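 note: 100% = tunicamycin at 10 µg/mL and 0% = DMSO alone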
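System: CHO-CHOP luciferase reporter cell line; amount: 500 cells/well; buffer or medium: F12 medium containing 10% fetal bovine serum; incubation: 6 h compound exposure at 37 °C after overnight seeding; measured by: luciferase luminescence after 10 min with Steady-Glo reagent; evaluation: % reporter activation, DMSO baseline versus tunicamycin full activation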
APJ antagonist = blocks the human apelin receptor APJ; P35414; CHO-K1 APJ beta-arrestin complementation, luminescence; inhibition, % at 20 µM; hit rate 0.32% among 330,000; AID 2521;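 active = inhibition above about 40% at 20 µM, limit read from the data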;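 note: cells challenged with 10 nM apelin-13 agonist together with compound; plate controls were apelin-13 plus DMSO wells for no effect and DMSO wells lacking apelin-13 for full effect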
APJ ag = agonists of human APJ apelin receptor | P35414 | CHO-K1 APJ PathHunter beta-arrestin, luminescence; 0% DMSO wells, 100% apelin | activation, % at 20 µM | hit rate 0.11% among 330,000 | AID 2520;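 active = activation more than six SD over the plate average, tested at 20 µM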;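 note: 0% = DMSO alone and 100% = apelin-13 at 10 nM; some results filed as inactive read as strong as hits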
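Material: CHO-K1 APJ beta-arrestin complementation cell line; Input: cell density 1000 per well; Incubation: compound stimulation 90 min at 25 °C, detection 60 min; Signal: luminescence from split beta-galactosidase complementation, Galacton Star/Emerald II substrate; Controls: DMSO-only wells as negative, 10 nM Apelin-13 as positive control.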
tim23-1 inh = tim23-1 yeast growth inhibition; inhibition, % at 20 µM; S. cerevisiae tim23-1 growth, BacTiter-Glo luminescence, 24 h; AID 463212; hit rate 1.3% among 330,000;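 active = growth inhibition of the mutant yeast at or above 50%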;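 note: temperature-sensitive mutant grown at 25 °C; plate controls were DMSO-treated mutant yeast for no effect and medium wells lacking yeast for full effect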
CXCR6 block = CXCR6 (human) receptor inhibition; O00574; CHO-K1 PathHunter CXCR6 beta-arrestin, luminescence; inhibition, % at 20 µM; hit rate 0.36% among 360,000; in the data active = inhibition above about 34%, passing the limit was not always enough;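 note: antagonist mode with CXCL16 agonist at 10 nM final; 0% = 10 nM CXCL16 with DMSO and 100% = unstimulated wells without agonist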
XBP1 UPR activ = activators of adaptive arm of unfolded protein response (XBP1) | hit rate 0.33% among 330,000 | CHO-XBP1 luciferase reporter, IRE1-XBP1 UPR activation, luminescence; percent of tunicamycin response, DMSO as zero | activation, % at 20 µM;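 active = versus positive control, 20 µM dose yields 30% or more activation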;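 note: 100% = tunicamycin at 10 µg/mL and 0% = DMSO only wells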
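incubation = overnight seeding at 37 °C, 6 h compound treatment at 37 °C | assay system = CHO-XBP1 cells stably carrying IRE1-XBP1-driven luciferase reporter | input = 1000 cells per well | detection = luciferase luminescence | dosing = single point, 20 µM final compound, 1% DMSO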
Active calls of the source: *; . = no result given; & = joins results of further samples; ! = a repeat was not active. Not all compounds are listed. The share of hits here may be higher or lower than overall.

SMILES,tim10-1 inh,TIM10 inh,Mdm2-MdmX inh,CHOP UPR activ,APJ antagonist,APJ ag,tim23-1 inh,CXCR6 block,XBP1 UPR activ
c1ccc2c(c1)OCC(CNCC1COc3ccccc3O1)O2 (stereo not drawn),-21,-48,21,1.3,6,0,7,-5,3
CCOc1ccc2ccccc2c1/C=N/NC(=O)CNC(=O)c1ccccc1F,29,7,12,0.1,4,-1,36,4,-1
Cc1cc(C)n(CCN(C)Cc2nc(Cc3ccccc3F)no2)n1,15,12,-9,-0.7,0,-3,9,-1,0
CN(C)CCNC(=O)c1cc2c(s1)-c1ccc(Cl)cc1SC2,-45,25,100*,22,38,3,-3,-1,-5
Cc1ccc(NCc2nnc(SCC(=O)Nc3ncc(C)s3)n2Cc2ccco2)c(C)c1,6,8,33,1.7,5,-6,-4,-2,3
O=C(c1ccoc1)N1CCCC(N2CCN(c3ccc(F)cc3)CC2)C1 (stereo not drawn),-15,-6,12,1.2,18,-4,-3,-6,-1
Cc1ccc(C(=O)COC(=O)CNC(=O)c2cccs2)cc1C,24,16,-21,0.1,-2,-4,30,0,-1
CCN(CC)S(=O)(=O)c1cccc(-n2c(O)c(C=Nc3ccccc3C(=O)O)c3ccccc3c2=O)c1,10,-8,67*,1.7,-15,2,7,-15,1
COC(=O)c1cccc(N2C(=O)c3cccnc3C2=O)c1,-5,-11,22,-0.8,4,-5,-8,2,0
Cc1cccc2cc(CN(CCN3CCOCC3)C(=O)NCc3ccccc3)c(=O)[nH]c12,9,1,15,-1.0,8,-4,13,-5,-9
CCOC(=O)c1cc2sccc2n1CC(=O)OC(C)C,-11,-7,21,-3.0,8,-1,-6,-2,-2
Cc1noc(C)c1S(=O)(=O)Nc1ccc(C(=O)N2CCN(c3ccc(Cl)cc3)CC2)cc1,15,6,5,1.4,-15,-2,12,3,-3
CCNC(=O)COC(=O)c1[nH]c(C)c(C(=O)OC)c1C,6,-13,-16,2.3,15,1,6,-7,-2
CC(NC(=O)COC(=O)CCNC(=O)c1ccco1)C12CC3CC(CC(C3)C1)C2 (stereo not drawn),15,0,-10,-1.9,10,1,7,-7,-4
N#C/C(=C\c1cn(CCOc2ccccc2)c2ccccc12)C(=O)NCC1CCCO1 (stereo not drawn),38,30,24,2.7,-2,-3,26,15,4
COc1ccccc1C(=O)NCC(=O)Nc1ccccc1,1,-8,16,-4.7,-1,-2,7,-7,-5
COc1ccc2[nH]c(=O)c(NC(N)=S)nc2c1,1,5,-9,-1.8,5,-2,9,-8,3
C=CCN(CC=C)Cc1ccc(C(=O)OC)o1,9,-2,16,1.1,18,-1,0,-4,1
CC(CCC(C)C(C)(C)C)[C@@H]1CC[C@H]2C3C[C@H](OS(O)(=S)=S)[C@H]4C[C@H](OS(O)(=S)=S)[C@@H](OS(O)(=S)=S)C[C@]4(C)[C@H]3CC[C@]12C (stereo partly drawn) (tested in a mixture with another compound),-62&-83,-59&-96,-18&10,0.0&1.8,10&11,6&5,56*!,20,-2&0
COc1cc(C2OCC3C(c4ccc(OC5OC(CO)C(O)C(O)C5O)c(OC)c4)OCC23)ccc1O (stereo not drawn),-8,1,4,-0.6,-7,1,-7,0,-1
CN1C(C(=O)NCc2cccs2)=CC(c2ccc(F)cc2)=NS1(=O)=O,8,-19,9,0.6,6,-3,0,-4,-3
CCC(C)N(C(=O)CSc1nncn1C)C1CCS(=O)(=O)C1 (stereo not drawn),-19,-13,-19,0.6,-1,-2,-14,-9,0
O=C(O)c1ccc2nc(-c3ccccc3)c(-c3ccccc3)nc2c1,9,10,6,-1.5,13,-1,17,6,-2
C=CCN(C(=O)c1ccccc1)c1ccc(OC)cc1,12,21,18,2.4,13,-1,0,6,-2
Cc1ccsc1-c1nc(CN2CCN(C)C(=O)[C@@H]2C)c(C)o1,4,2,14,-1.4,10,-1,16,-9,9
Cc1ccc(C(=O)Nc2c(-c3cccs3)nc3cc(C)ccn23)cc1,-6,-17,6,0.6,2,-4,-8,1,0
CCOc1ccc(C(C)=O)cc1COC(=O)c1ccc2c(c1)NC(=O)CS2,7,13,45,-1.4,-3,-4,12,-17,-3
CN(Cc1ccccc1)c1nnc(N)s1,7,-2,-16,-1.3,4,-1,16,-6,7
CCOc1cc(/C=N/NC(=O)C2CCCC2)ccc1O,-3,17,-20,1.4,-16,0,10,-1,-2
CCn1c(SCC(=O)NC2CCCC2)nnc1C(C)NC(=O)c1ccccc1F (stereo not drawn),18,-6,10,0.9,-10,-2,20,2,2

Pulled one by one from the list above (2):
SMILES,tim10-1 inh,TIM10 inh,Mdm2-MdmX inh,CHOP UPR activ,APJ antagonist,APJ ag,tim23-1 inh,CXCR6 block,XBP1 UPR activ
CC(NC(=O)COC(=O)CCNC(=O)c1ccco1)C12CC3CC(CC(C3)C1)C2 (stereo not drawn),15,0,-10,-1.9,10,1,7,-7,-4
CN(C)CCNC(=O)c1cc2c(s1)-c1ccc(Cl)cc1SC2,-45,25,100*,22,38,3,-3,-1,-5

The results go on:
SMILES,tim10-1 inh,TIM10 inh,Mdm2-MdmX inh,CHOP UPR activ,APJ antagonist,APJ ag,tim23-1 inh,CXCR6 block,XBP1 UPR activ
O=C(CCC(=O)c1cccs1)OCC(=O)c1ccc(Cl)s1,2,6,21,1.4,41*,-2,15,10,-1
CC(C)Cc1nnc(NC(=O)CCC(=O)NCCc2ccccc2)s1,8,10,-1,1.4,-21,1,12,0,-2
COc1ccc(OC)c(CCNC(=O)CCCC(=O)n2ncc3cc(C)ccc32)c1,3,4,15,2.4,15,0,11,0,3
COc1c(C)cc(C(=O)C2CCCN(Cc3ccc(Oc4ncccn4)cc3)C2)cc1C (stereo not drawn),10,8,22,1.9,-4,-3,3,4,-4
COCCCNC(=O)Nc1ccc(Br)cc1Cl,3,8,12,2.1,-6,-4,-3,-1,0
COc1ccc(OCC(=O)Nc2c3c(nn2C(C)(C)C)CSC3)cc1,25,4,11,0.0,-18,-1,28,3,5
Cc1cccc(NC(=O)CN2CCCCCC2)c1,3,0,15,-0.3,9,0,0,4,-5
CCN(CC)CCOc1cccc(C(C)C)c1,-5,9,4,-4.3,6,-4,6,2,-2
CC(C)(C)c1ccc(CN2C(=O)CSC2=O)cc1,12,4,0,-0.3,10,-3,6,-6,-4
COC(=O)c1ccc(CSc2nc3ccccc3o2)cc1,-20,-12,-72,-3.1,-3,0,0,2,-1
Cc1ccccc1NS(=O)(=O)c1ccc(OCC(=O)N2CCCCC2)cc1,8,-2,4,-2.0,10,-1,10,-2,-3
COc1ccc(C(=O)Nc2cccnc2)cc1OC,-4,-1,-4,-0.8,28,-2,-13,4,0
COCCN(C(=O)c1ccc(-c2ccc([N+](=O)[O-])cc2)o1)c1c(N)n(CC(C)C)c(=O)[nH]c1=O,4,0,14,-3.4,-23,12,2,0,1
COc1ccc(-c2c(C)n([O-])c3c([n+]2=O)CCCC3)cc1OC,19,-15,-5,0.3,9,0,12,.,-1
COC(=O)c1ccc(NC(=O)CN2CCN(S(=O)(=O)c3cc(Cl)ccc3OC)CC2)cc1,24,12,-17,-0.6,4,1,20,-1,-5
CCN(CC(=O)NC1CCCCC1)S(=O)(=O)c1ccc(Cl)cc1,1,1,15,-1.2,15,-3,-5,-9,-5
O=C1CC(c2ccc(Cl)cc2)n2nc(NS(=O)(=O)c3ccc(F)cc3)nc2N1 (stereo not drawn),-2,-1,11,0.1,-19,-1,1,3,0
Brc1ccc2c(c1)C(C1=NCCN1)c1ccccc1CS2 (stereo not drawn),19,12,48,0.5,-26,-2,1,1,-2
CCCCc1ccc(NC(=S)NCCCN2CCOCC2)cc1,28,-13,-1,-1.4,0,1,-4,7,-1
O=C(N/N=C/c1cccc(Cl)c1)C(c1ccncc1)N1CCOCC1 (stereo not drawn),-14,1,16,-1.1,5,-5,2,-5,0
COc1ccc(C)cc1N(CC(=O)Nc1cccc(N(C)S(C)(=O)=O)c1)S(C)(=O)=O,-7,5,1,-0.3,19,-2,1,-4,1
Cc1ccc(NS(=O)(=O)c2ccc3c(c2)NC(=O)CCS3)cc1C,17,-7,11,0.8,9,9,2,-7,-11
CCOc1cc(CNCCN2CCOCC2)ccc1OCc1ccccc1Cl,13,-8,25,1.9,-2,-1,0,-5,-1
COc1ccc(-c2noc(CCC(=O)N3CCC(C)CC3)n2)cc1,22,5,3,-2.2,8,-2,23,7,0
C=CCSc1nc2sc3c(c2c(=O)n1CC=C)CCc1ccccc1-3,10,15,-15,0.0,-16,-3,25,-7,2
CCCn1c(N)c(N(CCOC)C(=O)COC(=O)c2ccccc2NCCO)c(=O)[nH]c1=O,14,9,3,3.3,7,-4,-9,-3,1
CC(=O)NC(Cc1ccc(C)cc1)C(=O)NC1CCN(C(=O)c2ccc([N+](=O)[O-])cc2)CC1 (stereo not drawn),10,8,19,1.5,10,0,3,-1,4
COc1cc(CNn2nnnc2N)cc(Br)c1OCc1c(Cl)cccc1Cl,24,26,23,-0.7,-4,0,18,-18,-5
Cc1ccc(C)c(NC(=O)CN(C)C(=O)c2cc(S(=O)(=O)N3CCOCC3)ccc2N2CCCC2)c1,15,3,-5,-1.0,11,9,16,1,-7
COc1ccccc1-c1nnc(NC(=O)Cc2ccccc2)o1,9,7,12,1.3,8,-2,16,5,2

More compounds follow.
SMILES,tim10-1 inh,TIM10 inh,Mdm2-MdmX inh,CHOP UPR activ,APJ antagonist,APJ ag,tim23-1 inh,CXCR6 block,XBP1 UPR activ
C=COCCCNc1ncnc2sc(-c3ccccc3)cc12,8,25,9,2.3,-2,0,30,-3,3
Nn1c(SCC(=O)NC2CCCCCC2)nnc1C(F)(F)F,-3,-4,9,0.1,9,-1,4,0,0
Clc1ccc(N2CCN(Cc3ccco3)CC2)cc1,-5,-12,16,0.0,10,-2,2,-7,-3
Cc1nnc(SCC2=C(C(=O)O)N3C(=O)C(NC(=O)Cn4cnnn4)C3SC2)s1 (stereo not drawn),-5,5,-4,-2.2,-16,0,-11,-5,-7
CCN(C[C@H]1N[C@@](CC)(C(=O)OC)[C@H]2C(=O)N(Cc3ccccc3)C(=O)[C@@H]12)C(=O)Nc1ccc(OC)cc1,12,12,4,-0.1,-5,5,-2,-3,1
Cc1ccc(C2=N/C(=C\c3cccc(F)c3)C(=O)O2)cc1,18,1,2,5.6,-4,0,15,3,-5
O=C(O)CSc1nnc(Cc2ccccc2)n1-c1ccccc1,7,8,3,-2.2,-4,-6,3,3,-3
O=C(CNCC(=O)Nc1ccc(F)c(F)c1F)Nc1ccc(F)c(F)c1F,7,-11,9,-1.6,9,-4,7,5,0
O=C(COC(=O)c1ccc(S(=O)(=O)NCc2ccco2)cc1)Nc1ccc(OC(F)F)cc1,10,6,6,0.1,4,4,4,1,-4
CCN(CC)CCNc1ncnc2c1sc1nc(N3CCOCC3)c3c(c12)CCCC3,9,24,71*,1.0,-3,-2,16,-13,8
CCN(CC)CCN1C(=O)C2C(C(=O)Nc3ccc(Br)cc3)C3C=CC2(O3)C1C(=O)NC1CCCCC1 (stereo not drawn),-22,13,-4,-0.1,-5,-2,-6,8,-2
